TCR activator = activates T cell receptor signaling; 330,000 tested, under 10 active; Potency, µM (titrated, usually from 9.22 µM), for the others: at the highest dose activation of IL-2 secretion, hits mostly activators; primary human leukocytes, anti-CD3, IL-2 HTRF, 48 h; note: % of control where 0% means no effect
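Compounds are tested in HTS on primary human leukocytes co-incubated with a-CD3 beads for 48 hr. IL-2 output is measured by time-resolved FRET.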
TSG101-PTAP inh = blocks PTAP/TSG101 interaction to inhibit HIV-1 budding | Potency, µM (titrated, usually from 115 µM), for the others: top-dose activity change, negative = inhibition, most hits filed as inhibitors | Fluorescence polarization, FITC-PTAP peptide / Tsg101 binding | 340,000 tested, under 10 active; active = well fitted inhibition curve with a large enough effect in the main read-out, with a control signal flat, not every such curve was filed as active; inconclusive = small, poorly fitted or top-dose-only effect, or effect the other way, or a change in a side signal; inactive = no such curve, though single readings can be large or run the other way; note: potency is the fitted concentration of half-maximal effect; % of control where 0% means no effect
Target sequence (Q99816 whole entry, looked up): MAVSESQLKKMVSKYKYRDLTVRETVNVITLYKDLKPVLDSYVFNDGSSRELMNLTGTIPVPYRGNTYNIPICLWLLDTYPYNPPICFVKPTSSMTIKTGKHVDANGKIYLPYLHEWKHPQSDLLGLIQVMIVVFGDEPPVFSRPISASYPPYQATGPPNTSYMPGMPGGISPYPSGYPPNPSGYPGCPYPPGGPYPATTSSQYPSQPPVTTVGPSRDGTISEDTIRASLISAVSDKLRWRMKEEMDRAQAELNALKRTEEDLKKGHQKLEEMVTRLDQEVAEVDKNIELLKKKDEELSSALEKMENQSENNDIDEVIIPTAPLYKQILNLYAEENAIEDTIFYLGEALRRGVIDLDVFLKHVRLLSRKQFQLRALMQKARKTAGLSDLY
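Steps: Tsg101 binding domain dispensed (10 uM final), compounds pinned in DMSO, FITC-labeled PTAP-motif peptide added (50 nM final); after 20 min binding at room temperature, polarization measured.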
Mito fusion yeast = inhibitors of mitochondrial division or activators of mitochondrial fusion. 320,000 compounds, 0.23% hits. Potency, µM (series often up to 46.1 µM), inactives show at the top dose growth rescue (activation), hits mostly activators. AID 485298. S. cerevisiae fusion-defective mutant growth rescue, CellTiterGlo 48 h;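 note: potency is the fitted concentration of half-maximal effect; % of control where 0% means no effect; nearly all actives have a fitted effect of over 45% in size; temperature-sensitive fusion mutants such as fzo1-1 at 37 °C on non-fermentable ethanol glycerol medium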
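Temperature-sensitive fusion-defective S. cerevisiae (e.g. fzo1-1, mgm1-5) were grown with compound in YPEG medium (3% ethanol, 3% glycerol) for 48 hours at 37C. Growth rescue was measured as viability by CellTiterGlo luminescence after 10 minutes at ambient.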
TSHR antag = antagonists of human thyroid stimulating hormone receptor; activity change, negative = inhibition, % at 11.5 µM; TSHR-expressing cells, TSH-stimulated cAMP HTRF, 2 h; active compounds read low; 330,000 compounds, 0.2% hits; P16473;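 active = activity change below a set negative limit, meaning inhibition stronger than a set level, cut at about -70% in these data; inconclusive = activity change between two set negative limits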; note: % is set by controls: 0 for no effect and ±100 for the full control effect
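Read-out is FRET at 665 nm (cryptate excitation 337 nm) from a cryptate-tagged anti-cAMP antibody, competed by cell cAMP against cAMP-d2. Compounds are tested on freshly harvested TSHR cells challenged with 4nM TSH (EC80) for 2 hours at 37 deg C.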
USP2a inh = blocks human ubiquitin-specific protease USP2a; O75604; USP2 core, Ub-CHOP2 coupled fluorogenic reporter, 485/531; Potency, µM (highest dose often 38.3 µM), without a hit: top-dose activity change, negative = inhibition, actives largely listed as inhibitors; 330,000 compounds, 0.01% hits; AID 463254;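 note: potency is the fitted concentration of half-maximal effect; plate controls were DMSO wells for no effect and full inhibition by NEM control for full effect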
Target sequence (O75604 whole entry, looked up): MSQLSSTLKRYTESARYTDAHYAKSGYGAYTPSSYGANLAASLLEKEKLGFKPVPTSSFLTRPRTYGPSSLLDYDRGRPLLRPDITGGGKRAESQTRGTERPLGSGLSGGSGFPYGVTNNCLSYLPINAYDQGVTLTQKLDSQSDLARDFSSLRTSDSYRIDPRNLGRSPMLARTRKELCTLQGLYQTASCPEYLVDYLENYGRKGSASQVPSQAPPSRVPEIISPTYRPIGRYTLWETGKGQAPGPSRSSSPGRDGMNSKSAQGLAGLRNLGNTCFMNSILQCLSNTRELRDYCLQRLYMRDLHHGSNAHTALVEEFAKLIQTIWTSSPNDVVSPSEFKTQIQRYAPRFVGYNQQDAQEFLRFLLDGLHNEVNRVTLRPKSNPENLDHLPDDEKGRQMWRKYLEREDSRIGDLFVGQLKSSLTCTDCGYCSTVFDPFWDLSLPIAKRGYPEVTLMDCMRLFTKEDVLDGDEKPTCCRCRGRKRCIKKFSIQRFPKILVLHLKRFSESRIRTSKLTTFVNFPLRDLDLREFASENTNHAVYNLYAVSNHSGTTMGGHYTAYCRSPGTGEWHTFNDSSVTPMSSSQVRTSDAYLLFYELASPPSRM
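USP2 core (10nM final) preincubated 30min RT with compound in 20mM Tris-HCl pH 8.0, 2mM CaCl2, 2mM beta-mercaptoethanol, 0.05% CHAPS; 25nM Ub-CHOP2 plus 25nM reporter substrate added, fluorescence (Ex485/Em531) read after 60min.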
uPA generation = cell surface uPA generation inhibition | 330,000 compounds, 0.31% hits | Potency, µM (titrated, usually from 38.3 µM), without a hit: at the highest dose activity change, negative = inhibition, usual class: inhibitors | cell surface uPA generation assay, qHTS; active = well fitted inhibition curve with a large enough effect; inconclusive = small, poorly fitted or top-dose-only effect; inactive = no such curve, though single readings can be large or run the other way; tested in mouse RAW 264.7 cells; note: potency is the fitted concentration of half-maximal effect; % is set by controls: 0 for no effect and ±100 for the full control effect; nearly all actives have a fitted effect of over 55% in size
Eya2 inh = inhibitors of human Eya2 phosphatase activity | recombinant Eya2, OMFP fluorescence dephosphorylation (OMFP is methylfluorescein phosphate) | Potency, µM (highest dose often 76.9 µM), for the others: top-dose activity, negative = inhibition, usual class: inhibitors | 330,000 compounds, 0.006% hits | AID 488837; note: potency is the fitted concentration of half-maximal effect; % is set by controls: 0 for no effect and ±100 for the full control effect
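Eya2 (0.2 uM) preincubated 10 min at ambient with compound, then OMFP substrate added at 50 uM; 10 min reaction in 50 mM HEPES pH 7.5, 50 mM NaCl, 5 uM MgCl2, 0.05% BSA, 1 mM DTT. Fluorescence read at Ex 485/Em 525 nm.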
B2AR arrestin = agonists driving beta-arrestin recruitment to human beta2-adrenergic receptor; P07550; beta-arrestin recruitment to beta2AR, cell-based reporter; Potency, µM (highest dose often 46.1 µM), without a hit: at the highest dose activation, actives largely listed as activators; 330,000 compounds, 0.02% hits;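 note: potency is the fitted concentration of half-maximal effect; 0% = DMSO controls and full agonism = EC100 isoproterenol or metaproterenol; nearly all actives have a fitted effect of over 65% in size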
ELG1 DNA repair = blocks ELG1-dependent DNA repair in HEK293T cells; Potency, µM (highest dose often 46.1 µM), inactives show at the highest dose activity change, negative = inhibition, usual class: inhibitors; HEK293T ELG1-luciferase reporter, luminescence, 16 h; DNA damage induced by 5-fluorouridine; 330,000 compounds, 2.3% hits; note: potency is the fitted concentration of half-maximal effect; % is set by controls: 0 for no effect and ±100 for the full control effect; nearly all actives have a fitted effect of over 55% in size
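HEK293T cells expressing luciferase-tagged ELG1 (2,000/well) received 5-Fluorouridine plus compound or DMSO for 16 hr at 37 °C. Luciferase was read by ONE-Glo luminescence after 30 min at room temperature.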
Tb PFK block = T. brucei PFK enzyme inhibition. 330,000 compounds, 0.17% hits. Potency, µM (doses to about 57.5 µM), inactives show at the top dose activity, negative = inhibition, usual class: inhibitors. T. brucei PFK, ADP-Glo luminescence. O15648;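 note: potency is the fitted concentration of half-maximal effect; 0% = uninhibited 1x PFK enzyme wells and -100% = no-enzyme wells; nearly all actives have a fitted effect of over 60% in size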
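Luminescent ADP detection (ADP-Glo, two-step: ATP depletion then ADP-to-ATP conversion for luciferase) reported PFK activity after 45 min room-temperature reaction of 1.25 nM enzyme with 0.5 mM F6P and 0.1 mM ATP at pH 8.0.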
BCR signal inh = chronic active BCR signaling inhibition; ABC-DLBCL IkBa-CBG/CBR reporter, luminescence ratio, 4 h; Potency, µM (highest dose often 46.1 µM), inactives show top-dose ratio change, negative = lower green/red ratio, usual class: inhibitors; 340,000 compounds, 0.05% hits; AID 493014; active = well fitted inhibition curve with a large enough effect in the signal ratio, with a control signal flat, not every such curve was filed as active; inconclusive = small, poorly fitted or top-dose-only effect, or effect the other way, or a change in a side signal; the % refers to the signal ratio;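 note: potency is the fitted concentration of half-maximal effect; plate controls were basal doxycycline-induced cells for no effect and cells given 10 µM MG132 for full effect; MG132 reads +100%, hits lower the ratio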
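Compounds up to 46 uM were incubated four hours with TMD8 cells whose green CBG68 luciferase is fused to IkappaBalpha; red CBR luminescence normalised the signal, and concentration-effect curves were fitted to fusion, red and ratio data.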
* hit, by the source's call; ? = inconclusive; nt = not tested or not shown; [ ] = dose if it differs, or a comment. Unless noted, calls come from the whole dose curve; as a rule, active = well fitted curve in the direction sought with a large enough effect; inconclusive = small, poorly fitted or top-dose-only effect, or another doubt; inactive = no such curve, though single readings can be large; an effect the other way counts as inactive or inconclusive.

structure	TCR activator	TSG101-PTAP inh	Mito fusion yeast	TSHR antag	USP2a inh	uPA generation	Eya2 inh	B2AR arrestin	ELG1 DNA repair	Tb PFK block	BCR signal inh
COc1ccc(NC(=S)NNC(=O)C2CC2c2ccc(C)cc2)cc1 (configuration not stated)	-1%[46.1 µM]	1%	-6%	7	-1%	4%	5%	3.3%	-10%	0%	-4%
COc1cc(OC)cc(C(=O)Nc2ccccc2S(=O)(=O)N2CCCC2OC(C)=O)c1 (configuration not stated)	2%	0%	0%	-11	0%	-2%	-5%	0.5%	4%	-4%	-2%
CC1CCN(CCCNC(=O)c2cc3c(=O)n(C)c4ccccc4c3n2C)CC1	0%	-3%	0%	-3	-1%	?	3%	0.3%	?	-1%	-7%
COc1ccccc1-c1nnc(N(C)C(=O)C2CCCO2)s1 (configuration not stated)	7%	-10%	9%	-9	3%	5%	18%	0.0%	-3%	-1%	-4%
C=CCNC(=O)c1ccccc1NC(=O)c1ccccc1N(C)S(C)(=O)=O	-1%	1%	-3%	7	10%	-1%	0%	0.0%	13%	-1%	-1%
CC(=O)c1cccc(CN2CCC(CO)(CCCc3ccccc3)CC2)c1	4%	-6%	3%	-4	2%	1%	1%	4.7%	-5%	1%	0%
CCC(C)NC(=O)c1ccc2c(Cl)c3c(nc2c1)CCC3 (configuration not stated)	3%	-6%	2%	-5	0%	?	-13%	-0.7%	?	4%	?
CC(=O)c1cccc(NC(=S)N2c3ccccc3CC2C)c1 (configuration not stated)	-1%	-3%	-5%	2	0%	-6%	-11%	0.0%	-13%	6%	3%
FC(F)(F)c1ccccc1NC(=S)N1CCN(Cc2ccc3c(c2)OCO3)CC1	6%	-3%	4%	22	2%	?	-26%	0.0%	?	-1%	?
COc1ccc(C(=O)N=c2sc3c(C)ccc(OC)c3n2C)cc1OC	-2%	-7%	-2%	21	2%	1%	-6%	-0.5%	?	2%	-4%
CC(C)(CNC(=O)c1ccc(Br)o1)N1CCOCC1	2%	-4%	2%	3	-1%	2%	-4%	0.1%	27%	0%	?
COc1ccccc1C(=O)Nc1ccnn1C1CCN(Cc2ccccc2OCCO)CC1	-2%	-2%	-3%	7	0%	-29%	-9%	-0.2%	5%	1%	-6%
Cc1ccccc1NC(=S)Nc1cccc2cnccc12	1%	-1%	-12%	14	1%	-1%	-1%	0.0%	?	2%	-16%
O=C(NC(=S)NCCN1CCOCC1)c1ccccc1Cl	-5%	-1%	-2%	15	0%	1%	-7%	-0.3%	2%	0%	-7%
O=S(=O)(N1CCCCC1)N1CCN(c2cc(Cl)ccc2Cl)CC1	1%	-1%	2%	-9	-8%	-4%	-3%	-0.2%	-12%	0%	19%
O=C1C(=O)N(CCOCCO)C(c2ccccn2)/C1=C(\O)c1ccccc1 (configuration not stated)	0%	-2%	4%	38	1%	1%	10%	-0.2%	?	-1%	-19%
CCOc1ccc2c3c(c(=O)oc2c1OCC)CCCC3	2%	-3%	0%	-8	4%	-12%	-2%	-0.7%	0%	-3%	0%
Cc1ccc(-c2nnc(Cc3ccc(Cl)cc3)o2)cc1	5%	-1%	5%	-11	2%	-4%	3%	-0.5%	?	-1%	?
CCC(C)NC(=S)N(Cc1cc2cc(C)ccc2n2nnnc12)CC(C)(C)NC(C)C (configuration not stated)	2%	-1%	-2%	12	1%	10%	-1%	-0.3%	5%	3%	6%
COc1ccccc1N1CCN(c2cc(C)nc3nc(C)nn23)CC1	5%[46.1 µM]	1%	-1%	19	?	2%	-2%	-0.2%	-10%	9%	0%
CCN(CCC(=O)O)c1ccccc1	0%	0%	-2%	-9	-1%	3%	12%	-0.2%	0%	1%	?
CCOC(=O)c1c(C)oc2c1c(C=NC1CCS(=O)(=O)C1)c(O)c1ccccc12 (configuration not stated)	14%	0%	2%	2	1%	-1%	6%	0.3%	3%	-3%	-3%
Cc1nn(C)c(C)c1CN(C)C(=O)c1cc2n(n1)C(C(F)(F)F)CC(c1cccs1)N2 (configuration not stated)	4%	-1%	0%	-13	2%	-7%	-10%	-0.3%	-25%	0%	0%
Cc1[nH]n(-c2ccccc2)c(=O)c1C=Nc1ccc(S(N)(=O)=O)cc1	-2%	-2%	1%	-3	2%	-1%	-2%	-0.6%	0%	-3%	?
Cn1nnc2cc(C(=O)NCc3ccc4c(c3)OCO4)ccc21	0%	-3%	-5%	-5	2%	-1%	1%	-0.4%	4%	-4%	?
CN(Cc1ccccc1)S(=O)(=O)c1ccc2c(c1)n(C)c(=O)c(=O)n2C	-2%	0%	-8%	21	3%	1%	-13%	-0.8%	9%	1%	0%
Brc1cc2c(cc1/C=N/Nc1nc(N3CCCC3)nc(N3CCOCC3)n1)OCO2	3%	-7%	1%	-36	-1%	7%	7%	0.1%	?	-1%	-1%
CC(=O)c1ccc(NC(=S)N2CCN(CCN3C(=O)c4cccc5cccc(c45)C3=O)CC2)cc1	2%[46.1 µM]	-3%	1%	0	3%	7%	-4%	0.0%	4%	-3%	?
Cc1c(C(=O)O)cccc1-c1ccc(/C=C2\SC(=O)NC2=O)o1	nt	-11%	-2%	-13	0%	19%	6%	-0.6%	-5%	4%	?
CC1CC(C)CN(CCCNC(=O)c2csc3c2CCCCC3)C1 (configuration not stated)	1%	-3%	?	4	2%	-8%	2%	-0.3%	-4%	3%	0%

Not a retest: entries from further up.
structure	TCR activator	TSG101-PTAP inh	Mito fusion yeast	TSHR antag	USP2a inh	uPA generation	Eya2 inh	B2AR arrestin	ELG1 DNA repair	Tb PFK block	BCR signal inh
CCOc1ccc2c3c(c(=O)oc2c1OCC)CCCC3	2%	-3%	0%	-8	4%	-12%	-2%	-0.7%	0%	-3%	0%
Cc1ccc(-c2nnc(Cc3ccc(Cl)cc3)o2)cc1	5%	-1%	5%	-11	2%	-4%	3%	-0.5%	?	-1%	?
CCC(C)NC(=S)N(Cc1cc2cc(C)ccc2n2nnnc12)CC(C)(C)NC(C)C (configuration not stated)	2%	-1%	-2%	12	1%	10%	-1%	-0.3%	5%	3%	6%

(further entries)
structure	TCR activator	TSG101-PTAP inh	Mito fusion yeast	TSHR antag	USP2a inh	uPA generation	Eya2 inh	B2AR arrestin	ELG1 DNA repair	Tb PFK block	BCR signal inh
O=S(=O)(c1ccc(Cl)s1)N1CCN(C/C=C/c2ccccc2)CC1	2%	-6%	0%	-5	-1%	3%	8%	0.5%	-17%	-2%	4%
Cc1cc(C)cc(NC(=O)CCN2C(=O)c3ccccc3S2(=O)=O)c1	1%	0%	5%	13	1%	-5%	11%	4.8%	2%	1%	4%
COC(=O)COc1ccc(S(=O)(=O)N2CCCCC2)cc1[N+](=O)[O-]	-4%	-9%	7%	-8	0%	4%	2%	-0.9%	-7%	-1%	1%
Cn1ccnc1SCC(=O)c1c[nH]c2ccccc12	2%	-2%	-3%	-6	3%	-3%	9%	0.2%	?	1%	?
CCN(c1ccccc1)S(=O)(=O)c1ccc(C(=O)NCC(=O)Nc2ccc(F)c(F)c2F)cc1	nt	0%	nt	nt	3%	?	-4%	0.3%	?	-10%	?
